# SRC3 inh – inhibitors of human steroid receptor coactivator 3 (SRC3); Q9Y6Q9; HEK293 GAL4-SRC3 luciferase reporter, luminescence; inhibition, % at 3.6 µM; 360,000 tested, 0.17% active; AID 588352;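 active = inhibition above a per-campaign cutoff, the mean of all compounds plus 3 SD, cut at about 60% in these data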;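 note: 0% = DMSO-treated cells and 100% = gossypol-treated cells at 36 µM; higher means less SRC3-driven luciferase light from the GAL4 reporter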
# Target sequence (Q9Y6Q9 whole entry, looked up, the tested form may be a part): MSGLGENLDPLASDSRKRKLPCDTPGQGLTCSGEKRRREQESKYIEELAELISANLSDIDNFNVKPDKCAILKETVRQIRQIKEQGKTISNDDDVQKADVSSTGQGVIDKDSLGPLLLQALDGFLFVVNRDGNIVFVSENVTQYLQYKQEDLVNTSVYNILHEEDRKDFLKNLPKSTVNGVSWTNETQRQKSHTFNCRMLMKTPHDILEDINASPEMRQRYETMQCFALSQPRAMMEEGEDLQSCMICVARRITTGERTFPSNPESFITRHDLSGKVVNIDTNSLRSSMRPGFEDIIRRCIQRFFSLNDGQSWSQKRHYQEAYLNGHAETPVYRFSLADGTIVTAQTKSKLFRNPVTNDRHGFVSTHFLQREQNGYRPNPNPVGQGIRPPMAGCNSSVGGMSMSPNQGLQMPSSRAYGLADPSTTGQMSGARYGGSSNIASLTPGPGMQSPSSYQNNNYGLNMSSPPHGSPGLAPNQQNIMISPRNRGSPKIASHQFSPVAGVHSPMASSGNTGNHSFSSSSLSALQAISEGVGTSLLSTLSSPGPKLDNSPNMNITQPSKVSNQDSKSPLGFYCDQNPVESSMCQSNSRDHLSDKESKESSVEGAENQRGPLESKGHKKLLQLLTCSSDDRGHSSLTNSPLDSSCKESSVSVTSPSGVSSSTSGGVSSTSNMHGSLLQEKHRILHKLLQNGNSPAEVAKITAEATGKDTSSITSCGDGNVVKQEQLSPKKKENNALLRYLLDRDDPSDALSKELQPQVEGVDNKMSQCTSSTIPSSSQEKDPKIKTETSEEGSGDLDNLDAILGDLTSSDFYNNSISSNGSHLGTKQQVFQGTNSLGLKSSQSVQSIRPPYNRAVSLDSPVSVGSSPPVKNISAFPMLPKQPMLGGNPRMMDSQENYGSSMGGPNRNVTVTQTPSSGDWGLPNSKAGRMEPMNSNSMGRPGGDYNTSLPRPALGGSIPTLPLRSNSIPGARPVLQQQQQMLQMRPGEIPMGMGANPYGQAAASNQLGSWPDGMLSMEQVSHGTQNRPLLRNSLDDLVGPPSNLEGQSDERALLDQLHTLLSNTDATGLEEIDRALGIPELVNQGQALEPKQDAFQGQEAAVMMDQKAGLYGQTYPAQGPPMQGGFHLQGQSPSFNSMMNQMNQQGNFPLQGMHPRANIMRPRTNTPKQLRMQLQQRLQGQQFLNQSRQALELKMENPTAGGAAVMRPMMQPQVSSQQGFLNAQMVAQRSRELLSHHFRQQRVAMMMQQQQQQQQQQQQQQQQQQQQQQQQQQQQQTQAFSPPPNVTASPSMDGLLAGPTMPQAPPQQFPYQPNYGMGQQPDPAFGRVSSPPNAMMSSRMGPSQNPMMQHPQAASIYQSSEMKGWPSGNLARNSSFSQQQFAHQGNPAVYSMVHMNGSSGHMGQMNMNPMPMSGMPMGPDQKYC
# TRAIL sens C8 – sensitizes caspase-8 expressing cells to TRAIL; NB7+C8 cells + TRAIL, ATPlite viability luminescence; inhibition (viability loss, TRAIL sensitization), % at 10 µM; 360,000 tested, 1% active; AID 624354;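 active = compounds causing at least 50% loss of cell viability in the single-dose screen, relative to plate controls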
# NR5A2 inv ag – suppresses constitutive activity of human LRH-1. inhibition, % at 3.6 µM. 360,000 tested, 0.13% active. HEK293T StAR-luciferase reporter, LRH-1 transfected, 24 h. O00482;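 active = inhibition above the mean inhibition of all tested compounds plus 3 SD, cut at about 73% in these data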;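 note: 0% = DMSO wells and 100% = reporter-only cells lacking LRH-1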
# NOD2-RIPK2 inh – NOD2-RIPK2 protein interaction inhibition; O43353; CHO BLA complementation NOD2-RIPK2, CCF4 ratio; inhibition, % at 4.98 µM; 360,000 tested, 0.38% active; in the data active = inhibition above about 21%;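 note: 0% = vehicle only and 100% = reference blocker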
# TWEAK Fn14 block – inhibitors of TWEAK-Fn14 interaction signaling | AID 1159606 | inhibition, % at 10 µM | 360,000 tested, 2% active | TWEAK-stimulated Fn14 reporter cells, luciferase luminescence, 8 h; in the data active = inhibition above about 50%
# NCOA1 inh – human NCOA1 inhibition | Q15788 | HEK293 GAL4-SRC1 luciferase reporter, luminescence | inhibition, % at 3.6 µM | 360,000 tested, 0.12% active;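 active = inhibition above the campaign mean plus 3 SD, with each screening campaign given its own cutoff, cut at about 60% in these data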;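 note: 0% = DMSO treated cells and 100% = gossypol at 36 µM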
# NR2F2 inh – blocks human COUP-TFII nuclear receptor; P24468; inhibition, % at 8.6 µM; 370,000 tested, 0.7% active; HEK293T NGFI-A luciferase reporter, luminescence; AID 686940;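 active = inhibition above a per-plate cutoff, mean inhibition of test wells between control levels plus 3 SD, cut at about 38% in these data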;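 note: cells cotransfected with COUP-TFII expression vector driving the NGFI-A reporter; 0% = median of COUP-TF2 test wells and 100% = reporter-only cells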
# TLR9-MyD88 inh – blocks human TLR9 binding to MyD88; Q9NR96+Q99836; CHO BLA complementation TLR9-MyD88, CCF4 FRET ratio; inhibition, % at 4.98 µM; 340,000 tested, 0.21% active;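 active = inhibition above the mean over all tested compounds plus 3 SD, cut at about 21% in these data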;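 note: 0% = DMSO only wells and 100% = clavulanate BLA inhibitor control wells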
# SRC2 inh – inhibits human steroid receptor coactivator 2 | Q15596 | HEK293 GAL4-SRC2 luciferase reporter, luminescence | inhibition, % at 9 µM | 370,000 tested, 0.17% active;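 active = inhibition above the mean inhibition of all tested compounds plus 3 SD, set per campaign, cut at about 52% in these data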;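 note: 0% = DMSO treated cells and 100% = cells given Gossypol at 36 µM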
# TROY NFkB inh – TROY signaling inhibition. Q293 LMP1-TROYcd NF-kB luciferase reporter, 4 h. inhibition, % at 10 µM. 360,000 tested, 0.98% active;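 active = compounds whose plate-normalised and pattern-corrected inhibition of the luciferase reporter signal at the single screening dose is 50% or more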
# LMP1 NFkB inh – Epstein-Barr LMP1 NF-kappaB reporter inhibition; 350,000 tested, 0.69% active; inhibition, % at 12.5 µM; LMP1-induced NF-kappaB luciferase reporter cells, luminescence; in the data active = inhibition above about 41%;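 note: 0% = neutral control wells and 100% = reference inhibitor control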
# * marks the source's active call; other numbers are inactive results; . = not tested or not shown; & = joins results of further samples. Some of the compounds tested. The share of hits here may be higher or lower than overall.
SMILES,SRC3 inh,TRAIL sens C8,NR5A2 inv ag,NOD2-RIPK2 inh,TWEAK Fn14 block,NCOA1 inh,NR2F2 inh,TLR9-MyD88 inh,SRC2 inh,TROY NFkB inh,LMP1 NFkB inh
Cc1cc(C)cc(NC(=S)NN)c1,8,0,11,7,-6,-3,-16,13,11,-12,4
O=C(c1cc2ccccc2oc1=O)N1CCSC1c1ccco1 (configuration not stated),-17,5,9,0,9,-4,-6,2,5,4,-9
Cc1nn(C)c(C(=O)Nc2ccc(Br)cc2F)c1Br,-3,-21,-12,-1,-5,2,.,-6,.,-5,-12
O=C(CSc1ccccc1)Nc1ccccc1C(=O)O,-20,-7,-6,2,5,-31,-2,9,-40,-65,5
COc1ccccc1CN1CC(C(=O)NCCc2cn[nH]c2)CCC1=O (configuration not stated),0,-7,-2,-5,2,2,5,-8,2,7,1
O=C(CCS(=O)(=O)c1ccccc1)Nc1ccc(N2CCN(Cc3ccccc3)CC2)cc1,-4,-1,4,5,-3,11,5,-8,-37,-14,0
CCCCN(C(=O)c1cccc(-n2cccc2)c1)c1c(N)n(Cc2ccccc2)c(=O)[nH]c1=O,-4,7,-4,-6,-1,-16,7,6,8,17,4
O=C1NC[C@@H](CCCCN2C[C@H](Cc3ccccc3)N(CCC3CCCCC3)C(=O)C2=O)N(CCc2ccc(O)cc2)C1=O,.,-7,-8,-2,-5,.,-4,.,-17,-12,.
Cc1cccc(NC(=S)N/N=C2/CCCCc3ccccc32)c1,6,3,-10,-20,14,-7,4,3,12,1,-5
COc1ccccc1-c1ccc(SCc2ccc(C)cc2)nn1,-9,4,-38,2,-24,-12,-10,4,-14,-35,-4
OC(CNC1CCCC1)COc1c(F)cc(Br)cc1F (configuration not stated),-11,0,-1,-9,12,12,7,-12,-3,-22,9
O=C(/C=C/c1ccccc1)NCCSCc1ccccc1,3,-5,-4,-3,-25,-26,-13,-10,-6,-54,4
N#CCSc1nc2c(c(C3CC=CCC3)c1C#N)CCC2 (configuration not stated),-11,4,-8,-4,-25,-2,-5,-2,-7,-16,-2
S=C(Nc1cccnc1)N1CCc2ccccc21,-1,7,19,-6,16,-6,-14,-7,-3,-36,-2
Cn1c2c(c(=O)n(C)c1=O)C(c1ccccc1Cl)CC(=O)N2 (configuration not stated),-3,-7,-2,-22,-29,4,5,-13,-28,6,-5
Cc1nn(CC(=O)Nc2ccc(N3CCOCC3)cc2)c(C)c1Cl,15,-4,41,-7,9,-2,9,-4,-44,1,-4
CC1(C)NC(=O)N(CC(=O)OCC(=O)Nc2cc(S(=O)(=O)N3CCCCC3)ccc2Cl)C1=O,22,-8,-5,-9,12,-12,-16,0,15,3,11
COc1ccc(/C=C\c2onc(C)c2S(=O)(=O)N2CCC(C(=O)NCCC(C)C)CC2)cc1,-2,-15,12,-5,29,4,4,-10,5,-3,3
Cc1[nH]c(C)c(S(=O)(=O)N2CCN(c3ccccc3)CC2)c1C(=O)N1CCCC1,6,-7,-9,5,0,-10,-38,9,14,-8,-6
COC(=O)CNC(=O)COC(=O)c1cc(F)c(F)cc1Cl,8,5,-3,-1,-4,3,-6,-1,-12,6,-15
O=C(c1ccco1)N1CCN(S(=O)(=O)c2ccccc2[N+](=O)[O-])CC1,-2,-6,-14,-7,-18,-8,-5,-1,9,5,2
O=C(COC(=O)c1cccnc1Cl)c1ccc2c(c1)OCCO2,5,-10,-7,-3,-14,-10,-11,8,-23,6,9
COc1ccc(C(=O)NCC(c2cccnc2)N2CCN(c3ccc(F)cc3)CC2)cc1OC (configuration not stated),-3,-9,8,-11,-11,-8,-2,-3,-5,-2,-1
O=C(NCCS(=O)(=O)N1CCN(c2ccccc2F)CC1)c1ccc2c(c1)OCO2,20,-8,12,-6,3,-6,9,-4,7,8,0
CC(=O)N1N=C(c2ccc(Cl)cc2)CC1c1ccco1 (configuration not stated),17,3,-27,-8,-15,-5,4,3,-30,-7,-4

# The list continues:
SMILES,SRC3 inh,TRAIL sens C8,NR5A2 inv ag,NOD2-RIPK2 inh,TWEAK Fn14 block,NCOA1 inh,NR2F2 inh,TLR9-MyD88 inh,SRC2 inh,TROY NFkB inh,LMP1 NFkB inh
O=c1cc[nH]c2c1ccc1cccnc12,-9,6,2,-25,17,9,-27,-2,-18,-16,-5
COc1cccc(CNC(=O)CN2C(=O)c3ccccc3S2(=O)=O)c1,-27,-8,1,2,1,-11,5,-3,-21,-19,-5
Cc1nn(-c2ccc(C(=O)O)cc2)c2c1C(=O)CC(C)(C)C2,21,10,17,0,-18,11,1,3,2,10,0
Cc1cc(NC(=O)CSc2nnc(-c3ccc(O)cc3)o2)no1,-6,14,-52,3,9,-33,-8,-3,-14,-5,-11
CCc1ccc(OCC(=O)NNC(=O)c2cc3ccccc3o2)cc1,21,-3,0,-3,-3,1,3,10,8,-8,-7
COc1ccc(-n2nnnc2SCC(=O)c2ccc(O)c(O)c2)cc1,-42,9,0,9,-52,-12,-14,3,-7,-5,4
COc1ccc(-c2cc3c(c4c2ccn4C)C2CCC3C2)cc1F (configuration not stated),4,38,15,-17,-13,8,15,.,4,7,.
COc1ccccc1N1CCN(C(=O)c2ccc3c(=O)n(Cc4ccc5c(c4)OCO5)c(=O)[nH]c3c2)CC1,8,23,2,-16,9,10,.,-12,.,19,1
COc1cc(OC)cc(C(=O)N[C@H](C(=O)NCc2ccc(F)cc2)C(C)C)c1,9,5,2,9,-20,-7,-13,8,-18,-4,6
O=C(COC(=O)/C=C/c1ccccc1Cl)NC(=O)NC1CCCC1,17,-10,5,7,-9,-8,-2,0,15,17,-8
COCCNC(=S)N1CCc2cc(OC)c(OC)cc2C1COc1ccc(C(C)C)cc1 (configuration not stated),5,9,-3,5,-9,13,-6,-11,1,19,10
O=C(Nc1ccn(Cc2ccccc2)n1)c1n[nH]c([N+](=O)[O-])c1Cl,-104,63*,-89,-11,74*,-92,-41,-8,-28,23,28
Brc1cccc(CN2CCN(c3ncccn3)CC2)c1,3,1,-21,2,0,-15,8,-3,-9,5,2
N#C/C(=N\Nc1cccc([N+](=O)[O-])c1)C(=O)c1ccc(Br)cc1,48,41,17,-1,52*,7,4,6,10,33,38
CCCCNc1c(-c2ccc(SC3CCCCC3)c(OC)c2)nc2ccc(C)cn12,15,4&20,-15&-24,12&4,6&-4,6,7&15,-5,1&4,4&2,-9
CN(c1ccc(C(=O)NCc2cccnc2)cc1)S(=O)(=O)c1ccc(Cl)cc1,10,-7,25,-10,0,-47,25,-8,-33,2,-16
COCCN(CCOC)C(=O)CCn1c(=O)oc2ccccc21,3,2,-7,-1,17,1,1,-1,1,-3,-24
Cc1nn(Cc2ccccc2Cl)c(Cl)c1C(=O)NCCc1ccccc1,-105,5,-179,-5,1,-109,-64,-9,-36,-35,-31
COCCn1c(C)cc(C(=O)COC(=O)c2ccc[nH]c2=O)c1C,20,13,-1,-18,71*,11,21,2,19,59*,38
O=C(NCC(=O)N1CCCCC1)c1ccc(Br)o1,-23,-10,-31,7,8,-34,-15,2,-39,-3,-5
Brc1cc2c(cc1Br)OCCOCCOCCOCCO2,9,-6,-6,6,2,3,12,-1,20,-8,-1
Cc1cc(C)nc(NS(=O)(=O)c2ccc(NC(=O)C3(c4ccc([N+](=O)[O-])cc4)CCCC3)cc2)n1,10,-1,-49,3,10,-6,6,1,-26,2,1
CCOC(=O)C1(CCCc2ccccc2)CCN(C(=O)c2n[nH]c(CC)c2C)CC1,6,-2,-9,2,-3,13,6,3,-10,17,5
O=C(c1ccco1)N(Cc1cc2ccccc2[nH]c1=O)C1CCCCC1,21,-9,1,2,2,-9,0,14,-7,19,2
CN(C)C(=S)NC(=O)c1cccc(Cl)c1,11,-16,-2,-2,-4,-29,-2,-5,18,12,1

# Single records (already shown). Order of screens: SRC3 inh, TRAIL sens C8, NR5A2 inv ag, NOD2-RIPK2 inh, TWEAK Fn14 block, NCOA1 inh, NR2F2 inh, TLR9-MyD88 inh, SRC2 inh, TROY NFkB inh, LMP1 NFkB inh
# Results for `Cc1nn(-c2ccc(C(=O)O)cc2)c2c1C(=O)CC(C)(C)C2` → 21, 10, 17, 0, -18, 11, 1, 3, 2, 10, 0
# Results for `Brc1cc2c(cc1Br)OCCOCCOCCOCCO2` → 9, -6, -6, 6, 2, 3, 12, -1, 20, -8, -1
# Results for `COc1cc(OC)cc(C(=O)N[C@H](C(=O)NCc2ccc(F)cc2)C(C)C)c1` → 9, 5, 2, 9, -20, -7, -13, 8, -18, -4, 6

# Next section
SMILES,SRC3 inh,TRAIL sens C8,NR5A2 inv ag,NOD2-RIPK2 inh,TWEAK Fn14 block,NCOA1 inh,NR2F2 inh,TLR9-MyD88 inh,SRC2 inh,TROY NFkB inh,LMP1 NFkB inh
c1csc(CNc2ncnc3nc[nH]c23)c1,11,-4,-10,-7,-1,16,-6,1,-18,5,8
Cc1c(Cl)cccc1NC(=O)Cn1cccc1,7,-8,10,0,11,4,-4,-6,-2,13,0
CCOc1ccc(S(=O)(=O)N(C)CC(=O)NCc2ccc3c(c2)OCO3)cc1,-6,-8,17,4,-7,23,-2,-4,-47,-11,4
CCOCCn1ccc2c(OCC(=O)Nc3cc(OC)ccc3OC)cccc2c1=O,-10,27,-3,7,21,-11,7,8,-42,14,5
Cc1nn(Cc2c(F)c(F)c(F)c(F)c2F)c(C)c1NC(=O)c1c([N+](=O)[O-])c(C)nn1C,-9,-7,22,-3,8,6,18,6,2,10,0
CC(C)(C)SCCNC(=O)CN(c1ccc(F)cc1)S(C)(=O)=O,20,-11,2,2,12,-10,-10,10,-22,3,-7
CCNC(=S)Nc1ccccc1-c1ccccc1,16,-3,1,3,9,8,10,-3,7,9,8
COc1ccc(N2CCN(C(=O)CCN3C(=O)c4ccccc4S3(=O)=O)CC2)cc1,-8,-12,3,5,-5,-4,.,10,.,-3,0
O=c1c2c(-c3ccccc3)csc2ncn1/N=C/c1cccc([N+](=O)[O-])c1O,-2,-12,20,-11,5,7,12,2,-36,14,-2
COc1ccc(OC)c(S(=O)(=O)NC(=O)C2(C)CCN2C(=O)Cc2ccccc2Cl)c1 (configuration not stated),18,-5,8,-9,-7,-1,11,.,10,15,.
O=C(CSc1n[nH]c(-c2ccccc2)n1)Nc1ncccn1,-10,4,-23,-3,-15,-11,3,-4,-7,-47,2
COc1ccc(NC(=O)Nn2cnnc2)cc1OC,-6,-4,-9,1,1,2,17,-2,27,-8,1
CC1(NC(=S)N(CCO)CCO)CCS(=O)(=O)C1 (configuration not stated),-7,-7,3,6,4,13,5,-1,-33,10,-2
COc1ccc(NC(=O)CSCC(=O)N2c3ccccc3CCc3ccccc32)cc1,8,-1,5,-10,4,17,3,-12,-10,-59,7
CCc1nnc(NC(=O)CSc2nc(C)nc3c2c(=O)n(C)c(=O)n3C)s1,7,-3,3,-2,-9,5,-8,4,14,4,5
CCCn1c(SCC(=O)Nc2ccccc2C(=O)OC)nc2c1c(=O)n(C)c(=O)n2C,-6,-15,6,-5,-25,12,6,2,-10,5,8
Cc1ccc(S(=O)(=O)N2CCCN(C(=O)CNC(=O)c3ccccc3)CC2)cc1,-42,-5,-1,-8,-3,4,-15,1,-23,-7,2
C/C(=N\N=C1\NC(=O)CS1)c1cccs1,7,-7,-2,-6,-19,16,13,-5,-21,-17,-3
Cn1cc(CN2CCN(c3ncccn3)CC2)c(-c2cccc(Cl)c2)n1,8,-9,3,-11,2,-6,3,6,14,0,3
O=C(Nc1ccc(Cl)c(S(=O)(=O)N2CCOCC2)c1)C1CCC1,16,12,17,-20,2,0,-13,10,15,4,3
